FXIa inh: blocks human coagulation factor XIa activity | purified human FXIa, fluorogenic AMC substrate cleavage | hit rate 0.3% among 33,000 | inhibition, % at 10 µM | AID 687 | P03951;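 active = inhibition above 40% in the primary screen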;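 also: 0% = enzyme without compound and 100% = blank wells lacking enzyme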
Target sequence (P03951 19-387 limits assumed): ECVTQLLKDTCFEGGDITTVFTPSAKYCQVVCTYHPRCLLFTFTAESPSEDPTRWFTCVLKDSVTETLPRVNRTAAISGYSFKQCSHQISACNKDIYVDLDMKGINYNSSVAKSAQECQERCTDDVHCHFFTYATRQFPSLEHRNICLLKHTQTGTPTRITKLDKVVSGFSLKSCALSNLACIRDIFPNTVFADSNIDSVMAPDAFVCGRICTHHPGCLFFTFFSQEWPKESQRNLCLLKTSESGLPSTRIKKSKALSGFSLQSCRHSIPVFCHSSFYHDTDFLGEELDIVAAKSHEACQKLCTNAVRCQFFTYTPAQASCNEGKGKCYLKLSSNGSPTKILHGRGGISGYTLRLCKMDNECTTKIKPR
Target sequence (P03951 388-625 limits assumed): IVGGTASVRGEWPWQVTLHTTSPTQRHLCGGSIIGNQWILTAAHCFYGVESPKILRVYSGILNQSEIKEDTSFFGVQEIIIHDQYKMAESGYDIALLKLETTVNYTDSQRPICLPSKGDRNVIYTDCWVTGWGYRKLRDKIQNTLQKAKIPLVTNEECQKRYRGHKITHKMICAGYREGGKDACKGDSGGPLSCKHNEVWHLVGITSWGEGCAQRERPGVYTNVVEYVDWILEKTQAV
FXIIa single: blocks human coagulation factor XIIa activity; P00748; purified human FXIIa, AMC substrate fluorescence, 2 h; inhibition, % at 10 µM; hit rate 0.2% among 33,000; in the data active = inhibition above about 30%;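 also: 0% = enzyme with vehicle only and 100% = no enzyme blank; many of its hits are not listed in these tables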
Numbers without * were called inactive. Not all compounds are listed; count on the stated rates, not on these rows.

SMILES | FXIa inh | FXIIa single
CCNc1nc(NC(C)C)nc(OCCOC(=O)c2ccccc2)n1 | -3 | 3
COc1ccc(C2CC(c3cccs3)=NN2C(=O)CSC2=NN3CCCC(=O)N=C3S2)cc1 (stereo not given) | 5 | 2
CC(C)(C)OC(=O)N1CC2Cc3[nH]c(=O)ccc3C(C2)C1 (stereo not given) | -2 | -1
Cc1cc(C)n(-c2nnc(C)n2/N=C/c2ccccc2F)n1 | 1 | -7
CCc1cc2c(NCC3CCCO3)ncnc2s1 (stereo not given) | -4 | 6
Cc1cc(COc2ccccc2OCCN2CCN(C)CC2)no1 | -8 | 5
COc1cc(C(=O)OCC(=O)Nc2ccc3c(c2)OC(F)(F)O3)ccc1OCc1c(C)noc1C | 6 | 4
CCn1c(COc2ccccc2OC)nnc1SCC#N | -1 | 4
CCOc1cccc(NC(=O)Cn2nc(-c3ccc4c(c3)OCCO4)ccc2=O)c1 | -4 | 5
Cc1cc(NC(=O)CSc2nc3ccccc3c(=O)n2Cc2ccc(F)cc2)no1 | -1 | 5
CC1CCN(C(=O)CN(c2ccc(Cl)c(C(F)(F)F)c2)S(C)(=O)=O)CC1 | -2 | 15
COC(=O)c1ccc(S(=O)(=O)c2ccc(C(=O)OC)s2)s1 | 2 | -13
COc1cc(S(=O)(=O)N2CCN3CCCC3C2)ccc1-n1cnnn1 (stereo not given) | -2 | 8
Cc1ccccc1CS(=O)(=O)c1nnc([C@H](Cc2ccccc2)NC(=O)OC(C)(C)C)o1 | 5 | 10
CCCCn1c(=O)c(-c2ccccc2)c(O)c2ccccc21 | -2 | 4
CCOC(=O)c1[nH]c2c(c1C)C(=O)CC(c1ccc(OC)c(OC)c1)C2 (stereo not given) | 6 | 13
CCOc1ccc(N2C(=O)CC(N3CCC(NC(=O)Nc4ccccc4)CC3)C2=O)cc1 (stereo not given) | -4 | 3
CCOc1ccc(S(=O)(=O)Nc2ccc(S(=O)(=O)Nc3cc(OC)ccc3OC)cc2)cc1 | 25 | -18
Cc1ccc(-c2nnc(-c3ccccc3)o2)cc1 | -2 | 18
COC(=O)[C@H](Cc1ccccc1)NC(=O)NCc1cccs1 | 4 | 3
CCC(CC)C(=O)N1CC(=O)Nc2ccc(Br)cc2C1c1ccccc1 (stereo not given) | -3 | 4
CC(C)(C)c1ccc(C(=O)NC(Cc2ccccc2)C(=O)O)cc1 (stereo not given) | 5 | 4
CN(C)c1ccc(C2OC(=O)C3(CCCC3)C(=O)C2(C)C)cc1 (stereo not given) | -1 | 7
O=C(O)c1cc(-c2ccccn2)n[nH]1 | -2 | -1
CCOC(=O)c1sc(NS(=O)(=O)c2ccc(C)cc2)nc1C | 1 | 4

Part of the list above in a different format:
> CCn1c(COc2ccccc2OC)nnc1SCC#N
  FXIa inh = -1
  FXIIa single = 4
> CCOc1cccc(NC(=O)Cn2nc(-c3ccc4c(c3)OCCO4)ccc2=O)c1
  FXIa inh = -4
  FXIIa single = 5

3 entries from above, as labelled records:
> COC(=O)[C@H](Cc1ccccc1)NC(=O)NCc1cccs1
  FXIa inh: 4 | FXIIa single: 3
> CCC(CC)C(=O)N1CC(=O)Nc2ccc(Br)cc2C1c1ccccc1 (stereo not given)
  FXIa inh: -3 | FXIIa single: 4
> CC(C)(C)c1ccc(C(=O)NC(Cc2ccccc2)C(=O)O)cc1 (stereo not given)
  FXIa inh: 5 | FXIIa single: 4

(further entries)
SMILES | FXIa inh | FXIIa single
Cc1ccc(-n2c3c(cc(C(=O)NC4CCSC4=O)c2=O)C(=O)CC(C)(C)C3)cc1 (stereo not given) | -2 | 2
CCOc1cccc(N(C(=O)Cc2cccs2)C(C(=O)NC2CCCCC2)c2cccn2C)c1 (stereo not given) | 1 | -11
NC(=O)c1sc2nc3c(c(-c4cccs4)c2c1N)CCCCC3 | -3 | -3
O=C(NCc1cccnc1)C1CCN(S(=O)(=O)c2cccnc2)CC1 | 1 | 4
CN(C)CCNc1nc(-c2ccco2)c2c(c1C#N)CC(C)(C)OC2 | -3 | 0
Cc1c(NCc2cc(Cl)cc(Cl)c2O)c(=O)n(-c2ccccc2)n1C | 15 | -8
CCc1ccc(CCC(=O)Nc2ccc(C(C)=O)cc2)o1 | 3 | -16
O=C(NC1(C(F)(F)F)C(=O)Nc2c1c(=O)[nH]c(=O)n2-c1ccccc1)c1ccncc1 (stereo not given) | 1 | 10
O=C(Cn1cc(C(=O)COc2ccccc2)c2ccccc21)NCc1ccco1 | -2 | 2
OCCNCCCCOc1ccc(F)cc1 | 4 | 4
Cc1cc(C)nc(SCc2nc3nc(C)cc(C)n3c2Br)n1 | -4 | 4
CC1(C)S[C@@H]2[C@H](NC(=O)[C@H](C(=O)O)c3ccsc3)C(=O)N2[C@H]1C(=O)O | 4 | 3
O=C(CCCn1c(=O)oc2ccccc21)N1CCc2ccccc2C1 | 3 | 5
COC(=O)[C@H](CCSC)NC(=O)NCc1ccccc1F | -2 | 26
COc1cc2c(cc1NC(=O)CCCN1C(=O)CCC1=O)oc1ccccc12 | 1 | 4
O=C(CSc1nnc(-c2cccnc2)n1Cc1ccccc1)NCc1ccccc1 | 2 | 5
CNC(=O)COC(=O)c1ccccc1Oc1ccccc1 | 19 | -19
O=c1c2c(n3cnnc3n1C1CCCCC1)-c1ccccc1CC21CCCCC1 | 4 | 9
Cc1ccccc1C(=O)c1cccn1CC(=O)NCc1ccc2c(c1)OCO2 | -9 | -2
O=C(c1ccc2c(c1)N(Cc1ccccc1)CCS2)N1CCCCC1 | 5 | 2
Cc1cccc(N(CC(=O)Nc2c(C)n(C)n(-c3ccccc3)c2=O)S(C)(=O)=O)c1C | 9 | 10
CC1(C)C(c2ccccc2)=[N+]([O-])C2(CCCCC2=O)N1O (stereo not given) | 18 | 5
CCSc1nnc(NC(=O)CN(C)S(=O)(=O)c2ccc(F)cc2)s1 | 1 | 1
COc1ccccc1N/N=C/c1c(CO)cnc(C)c1O | -4 | 13
CCOC(=O)C(NC(=O)c1cccnc1)(Nc1cccc(C)n1)C(F)(F)F (stereo not given) | -3 | 4

(cont.)
SMILES | FXIa inh | FXIIa single
CCc1cccc(NC(=O)CCSCCC(=O)Nc2cccc(CC)c2)c1 | -3 | 5
Cc1cc(C)n(CC(=O)n2c(C)c(C)c3ccccc32)n1 | 3 | 7
COc1ccccc1N1CCN(C(=O)C(OC(C)=O)c2ccccc2)CC1 (stereo not given) | -7 | 7
CCOC(=O)CSc1ccc(-c2nc3ccccc3[nH]2)cn1 | -9 | 10
Cc1ccc(C(=O)N2CCN3C(=O)c4ccccc4C23c2ccc(Cl)cc2)cc1 (stereo not given) | 1 | -1
CC(C)OCCCNC(=O)c1ccccc1Oc1ccccc1 | 3 | -7
CCCc1cc(-c2[nH]ncc2-c2ccc3c(c2)OCCCO3)c(O)cc1O | 2 | 9
CN(C)C(=O)Cn1c(SCC(=O)Nc2ccc3c(c2)OCO3)nc2ccccc21 | 4 | 7
CCOC(=O)c1ccccc1NC(=O)CN1CCC(n2nnc3cc(F)ccc32)CC1 | -4 | 5
COc1ccc(C(=O)Cc2ccc(OC)c(OC)c2)cc1 | 0 | -2
S=c1[nH]nc(CSc2nc3ccccc3s2)n1Cc1ccccc1 | -1 | 4
CC(C)(C)S(=O)c1cccs1 (stereo not given) | -11 | 6
O=C(CCCCCn1c(=O)[nH]c2ccccc2c1=O)NCCc1c[nH]c2ccccc12 | 5 | 5
CCOC(=O)CC(N)c1ccc2c(c1)OCO2 (stereo not given) | -7 | 9
Cc1nnc(NC(=O)c2c(F)c(F)c(F)c(F)c2F)s1 | 2 | -19
CCN(C(=O)c1ccco1)c1nnc(-c2ccc(OC)cc2)s1 | 5 | 3
CCOC(=O)C1CCN(C(=O)CCc2c(C)nc3cc(-c4ccccc4)nn3c2C)CC1 | 0 | 4
CC(C)OC(=O)NCN1C(=O)C2C3C=CC(C3)C2C1=O (stereo not given) | 6 | 5
CN1CCC(N2CCN(c3cccc(C(F)(F)F)c3)CC2)CC1 | -2 | 17
CCc1ccc(NC(=O)c2onc(C)c2Cl)cc1 | -11 | -20
Cc1cccc(C)c1OCC(=O)N=Nc1c(O)[nH]c2ccc(Br)cc12 | 11 | 10
CN1CCN(C(=O)C23CCC(C)(c4nc5ccccc5nc42)C3(C)C)CC1 (stereo not given) | 0 | 8
CCN(CC)CCCNC(=O)C(C)n1nc(C)c2sc3ccccc3c2c1=O (stereo not given) | 5 | 10
COc1ccc(C(=O)Nc2cc(C)cc(C)c2)cc1S(=O)(=O)N1CCOCC1 | -11 | 5
O=C(CCNS(=O)(=O)c1cccc2nonc12)N1CCN(c2cccc(Cl)c2)CC1 | -2 | 3

Next part, starting with the last four of the part before.
SMILES | FXIa inh | FXIIa single
CN1CCN(C(=O)C23CCC(C)(c4nc5ccccc5nc42)C3(C)C)CC1 (stereo not given) | 0 | 8
CCN(CC)CCCNC(=O)C(C)n1nc(C)c2sc3ccccc3c2c1=O (stereo not given) | 5 | 10
COc1ccc(C(=O)Nc2cc(C)cc(C)c2)cc1S(=O)(=O)N1CCOCC1 | -11 | 5
O=C(CCNS(=O)(=O)c1cccc2nonc12)N1CCN(c2cccc(Cl)c2)CC1 | -2 | 3
COc1ccc(Sc2nnc(-c3ccccc3)cc2C#N)cc1 | -5 | 7
COc1ccc(NC(=O)C2CCCN2S(=O)(=O)c2ccc(C)cc2)cc1 (stereo not given) | -4 | 3
COc1ccc2c(c1)[nH]c1c(=O)n(CCC3=CCCCC3)cnc12 | 29 | -10
CCCCC[C@H](O)/C=C/C1=C(CCCCCCC(=O)O)C(=O)CC1 | 0 | 2
Cc1ccnc(NC(=S)NC(=O)/C=C/c2ccco2)c1 | 3 | 12
C=CCn1c(SCc2ccc(Cl)cc2)nc2c1c(=O)[nH]c(=O)n2C | 1 | 5
CCC(=O)C1=C(N2CCCC2)CC(C)(C)CC1=O | 8 | 7
COc1ccccc1N1CCN(C(=O)CSc2nc3ccccc3o2)CC1 | 20 | -12
CS(=O)(=O)N(CC(=O)Nc1ccccc1C(=O)NCc1ccco1)c1ccc2c(c1)OCCO2 | -6 | 6
COc1ccc(C(=O)CSc2nc3cccnc3n2C)cc1 | -3 | 1
O=C(N/N=C/C=C/c1ccccc1)c1cccc(Br)c1 | 1 | 6
Cc1ccc(S(=O)(=O)N2CCCC2C(=O)NCc2ccco2)cc1 (stereo not given) | 2 | 7
CCOC(=O)c1cnn(Cc2ccccc2Cl)c1N | -1 | 0
CNC(=O)Cn1nc(-c2ccc(C)c(S(=O)(=O)N(C)C)c2)c2ccccc2c1=O | -2 | 5
COC(=O)N/N=C(\C)c1ccccc1Br | -2 | 8
COc1ccc(C2C(C(=O)OC(C)C)=C(C)N=c3s/c(=C\c4cccs4)c(=O)n32)cc1 (stereo not given) | 10 | 9
O=C1[C@@H]2[C@H](C(=O)N1n1cnnc1)[C@H]1C=C[C@@H]2C1 | 3 | 4
Cc1cc(C)nc(NS(=O)(=O)c2ccc(NC(=S)NC(=O)C(C)(C)C)cc2)n1 | 2 | -2
O=C(c1ccccc1)N1CCN(C(=O)c2ccccc2)C1c1ccccc1 | 1 | 13
CCOC(=O)C1CCN(Cc2ccc(F)cc2F)CC1 | 18 | -16
COc1ccc(-c2noc(CSc3nc(-c4ccccc4)cc(=O)[nH]3)n2)cc1 | -2 | -3
Cc1nc2ccccc2n1/N=C/c1cccnc1 | 30 | -16
CC1(c2ccco2)NC(=O)NC1=O (stereo not given) | 4 | 9
O=C(Nc1ccc2oc(=O)ccc2c1)c1cc2ccccc2o1 | 4 | 4
CCc1ccc(S(=O)(=O)Nc2ccc(-c3nc4cccnc4s3)cc2)s1 | -10 | -24

Full records, quoted from the list. Order of values: FXIa inh | FXIIa single
`CN1CCN(C(=O)C23CCC(C)(c4nc5ccccc5nc42)C3(C)C)CC1` (stereo not given) is listed as 0 | 8
`Cc1ccc(S(=O)(=O)N2CCCC2C(=O)NCc2ccco2)cc1` (stereo not given) is listed as 2 | 7

Further entries follow.
SMILES | FXIa inh | FXIIa single
CCCc1cc(=O)n2[nH]c(-c3ccc(OC)cc3)nc2n1 | -4 | 7
CN(C)CCCNC(=O)/C(=N\O)c1ccccc1 | 3 | 9
Cc1cccc(NC(=O)C2CCCN(S(=O)(=O)c3cccc4nsnc34)C2)c1 (stereo not given) | 3 | 3
COc1cc(C(=O)N2CCN(C(=O)C3CC3)CC2)cc(OC)c1OC | -3 | 5
CCOc1c(CNCCN2CCOCC2)cccc1OC | -14 | 2
Cn1c(=O)[nH]c(=O)c2c1nc(NCc1ccco1)n2CCCc1ccccc1 | -7 | 1
CCOc1ccc2nc(Nc3nc(CSc4nnnn4-c4ccccc4)cc(=O)[nH]3)nc(C)c2c1 | -1 | 6
O=C(Nc1ccc(S(=O)(=O)Nc2ccccc2)cc1)C1COc2ccccc2O1 (stereo not given) | 4 | 10
CNc1nc(Oc2ccc(C(=O)OC)cc2)nc(SC)n1 | 1 | 3
CC1=NN(c2ccccc2)C(=O)/C1=C\c1c(C)[nH]n(-c2ccccc2)c1=O | 2 | 8
COc1cc(NC(=O)C2CCCCC2)c2ncccc2c1 | 14 | 0
C=CCn1c(SCC(=O)N2CCN(c3ccccc3)CC2)nnc1-c1ccco1 | 13 | -11
